Source: PubChem BioAssay
GCN5L2 inh: GCN5L2 (KAT2A) acetyltransferase inhibition | Q92830 | GCN5L2 HAT assay, ThioGlo1 CoA-SH fluorescence | Potency, µM (highest dose often 58.9 µM), without a hit: top-dose activity change, negative = inhibition, hits mostly inhibitors | hit rate 0.21% among 390,000
Target sequence (Q92830 whole entry, looked up): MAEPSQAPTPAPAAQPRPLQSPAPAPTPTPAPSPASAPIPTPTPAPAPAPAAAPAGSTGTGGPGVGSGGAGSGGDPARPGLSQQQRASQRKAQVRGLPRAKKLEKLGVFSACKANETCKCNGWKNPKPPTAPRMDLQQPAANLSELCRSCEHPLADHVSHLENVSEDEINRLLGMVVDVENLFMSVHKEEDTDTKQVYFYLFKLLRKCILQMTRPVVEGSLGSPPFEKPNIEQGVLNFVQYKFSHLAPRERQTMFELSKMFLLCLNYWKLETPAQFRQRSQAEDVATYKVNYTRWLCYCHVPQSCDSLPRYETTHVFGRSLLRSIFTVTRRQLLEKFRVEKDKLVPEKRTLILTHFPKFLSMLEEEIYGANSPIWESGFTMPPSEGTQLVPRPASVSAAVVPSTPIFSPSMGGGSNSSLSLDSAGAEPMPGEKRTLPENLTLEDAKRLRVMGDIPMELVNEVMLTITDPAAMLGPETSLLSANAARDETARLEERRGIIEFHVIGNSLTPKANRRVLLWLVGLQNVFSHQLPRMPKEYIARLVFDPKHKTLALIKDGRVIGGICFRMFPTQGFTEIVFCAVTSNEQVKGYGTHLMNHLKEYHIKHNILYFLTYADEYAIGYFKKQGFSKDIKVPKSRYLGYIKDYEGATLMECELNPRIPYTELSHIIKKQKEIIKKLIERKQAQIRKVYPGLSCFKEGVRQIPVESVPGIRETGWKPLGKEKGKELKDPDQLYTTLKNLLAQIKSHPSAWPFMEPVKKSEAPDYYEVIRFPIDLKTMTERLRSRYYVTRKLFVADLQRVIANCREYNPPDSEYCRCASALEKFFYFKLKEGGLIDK
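Preincubate 20nM GCN5L2 with compound 15 min, RT → add 50uM ThioGlo1 + 75uM H3(1-25) + 70uM acetyl-CoA → read fluorescence 0 and 20 min. Primary qHTS; fluorescent artifacts likely.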
TDP1 cell CPT: growth inhibition of DT40 Tdp1-/-;hTDP1 cells with camptothecin (screen for TDP1 inhibitors). chicken DT40 Tdp1-/-;hTDP1 cells + 20 nM CPT, ATP luminescence, 48 h. Potency, µM (doses to about 46.2 µM), without a hit: at the highest dose activity change, negative = growth inhibition, actives largely listed as inhibitors. hit rate 12% among 420,000. AID 686979; also: nearly all actives have a fitted effect of over 55% in size
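Chicken DT40 Tdp1-/- cells complemented with human TDP1, 400 cells/well, exposed to compounds plus 20 nM camptothecin for at least 48 h at 37 C; viability read as ATP content by CellTiter-Glo luminescence.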
DT40 TDP1 no CPT: qHTS for Inhibitors of human tyrosyl-DNA phosphodiesterase 1 (TDP1): qHTS in cells in absence of CPT | AID 686978, 2013 | Potency, µM (highest dose often 46.2 µM), for the others: at the highest dose activity change, negative = growth inhibition, actives largely listed as inhibitors | hit rate 15% among 420,000 | DT40 Tdp1-/- hTDP1 cells, no CPT, ATP luminescence, 48 h; also: nearly all actives have a fitted effect of over 55% in size
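Growth kinetics read by CellTiter-Glo luminescence after ≥48 hr at 37 °C. Cells: DT40 Tdp1-/- stably carrying human TDP1, 400 per well, compound exposure in the absence of CPT (DMSO vehicle).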
Numbers without * were called inactive; u = inconclusive; x = no result given; [ ] = another dose, or the depositor's remark. Calls follow the shape of the dose curve; as a rule, active = well fitted curve in the direction sought with a large enough effect; inconclusive = small, poorly fitted or top-dose-only effect, or another doubt; inactive = no such curve, though single readings can be large; an effect the other way counts as inactive or inconclusive. % is scaled to controls: 0 for no effect and ±100 for the full control effect; potency is read from the fitted curve at half-maximal effect.

Each structure is followed by: TDP1 cell CPT, DT40 TDP1 no CPT, GCN5L2 inh
- COc1cccc(N2CCN(C(=O)C(CCSC)NS(=O)(=O)c3ccc4c(c3)oc(=O)n4C)CC2)c1 (stereo unspecified)
 : -22%, -18%, 1%
- COc1ccc(OC)c(NC(=O)C2(C)CCN2Cc2cccc(OC)c2OC)c1 (stereo unspecified)
 : u, 15µM*, x
- COc1ccc(NC2CCCN(C(=O)CCC3=NNC(=O)CC3)C2)cc1 (stereo unspecified)
 : 5%, 1%, -6%
- O=C(NCc1n[nH]c(=S)n1-c1ccc(Br)cc1)c1cccs1
 : 15%, 2%, -7%
- O=C(Nc1ccc(O)cc1)C1CCCN1S(=O)(=O)c1ccc(F)cc1 (stereo unspecified)
 : u, u, -3%
- COC(=O)c1sc2cc([N+](=O)[O-])cc(SCC(C)C)c2c1N
 : 5%, -3%, -4%
- CCN(CC)C(=O)C1=C(C)N(CCCN2CCCC2=O)C(=O)C(CC(=O)NCCc2ccccn2)C1 (stereo unspecified)
 : -3%, 2%, x
- CN(Cc1ccc2nsnc2c1)Cc1nc(Cc2cccc(F)c2)no1
 : 10%, 8%, -12%
- C[C@@H]1CN([C@H](C)CO)C(=O)c2cc(C3=CCCCC3)cnc2O[C@@H]1CN(C)Cc1ccccc1C(=O)O
 : 0%, 3%, x
- CCCn1nnnc1NCc1ccc(CC)cc1
 : -1%, -10%, 0%
- Oc1cccc(/C=N/NC(=S)NCCN2CCOCC2)c1O
 : 7.3µM*, 5.8µM*, -13%
- CC[C@]1(C(=O)OC)[C@H]2C(=O)N(C)C(=O)[C@H]2[C@H]2CN=C(SCc3ccc(C)cc3)N21
 : -16%, -16%, -2%
- COc1cc(CNn2nnnc2N)cc(Br)c1OCc1c(Cl)cccc1Cl
 : 18µM*, 21µM*, -6%
- Cc1ccc(Sc2ncnc3onc(C)c23)c(C)c1
 : -19%, u, -6%
- CC1(NC(=O)Cc2ccc(S(=O)(=O)N3CCOCC3)s2)CCS(=O)(=O)C1 (stereo unspecified)
 : -5%, -18%, -22%
- CCC(CC)C(=O)Nc1cccc(C(=O)Nc2ccc(OC)cc2[N+](=O)[O-])c1
 : -22%, -12%, 19%
- O=C(CN1C(=O)S/C(=C/c2cccn2-c2ccc(O)cc2)C1=O)N1CCCC1
 : u, u, 0%
- CC(C)(Cc1ccc(O)cc1)NC(=O)c1ccccc1
 : 0%, -6%, -1%
- CCn1c(SCC(=O)Nc2cc(C)on2)nnc1-c1ccc(OC)cc1
 : 3%, -15%, -2%
- CCc1nnc(NC(=O)c2ccc(S(=O)(=O)N3CCCCC3)cc2)s1
 : 15%, -4%, 1%
- Clc1c2c(nc3ccccc13)CCC2
 : -23%, 2%, -4%
- CC1CCCN(S(=O)(=O)CCNC(=O)c2ccccc2)C1 (stereo unspecified)
 : -3%, -5%, -3%
- Cc1nc2c(C(=O)N3CCCC3)cnn2c(C)c1Cc1c(F)cccc1Cl
 : -36%, -26%, -7%
- CCNC(=O)n1nccc1C(C)Oc1cccc(C(F)(F)F)c1 (stereo unspecified)
 : 2%, -3%, -26%
- CNC(=S)/N=C(/Nc1ccccc1)c1ccccc1
 : -20%, 7%, -3%
- Cc1csc(NC(=O)C(NC(=O)c2ccccc2F)C(C)C)n1 (stereo unspecified)
 : u, 21µM*, -3%
- Cc1nnc(C)c2c(C)n(N)c(C)c12
 : 1%, -3%, -1%
- CCOCCCNC(=O)c1cc2cc3cc(OC)ccc3nc2o1
 : 16µM*, -29%, -7%
- COc1cccc(-c2c(-c3cc(OC)cc(OC)c3)n(C)c3ccc(-c4cnc(OC)nc4)cc23)c1
 : u, 15µM*, 1%
- Cc1nccn1CCc1n[nH]c(=S)n1Cc1ccccc1
 : -2%, 3%, 0%
- COCCNC(=O)C1CCCN(C(=O)c2sc(-c3ccccc3)nc2C)CC1 (stereo unspecified)
 : 13%, 7%, x
- O=C(CN1C(=O)NC2(CCCCC2)C1=O)N1CCN(S(=O)(=O)c2cccc([N+](=O)[O-])c2)CC1
 : 0%, -9%, -2%
- Cc1cccc(NC(=O)NNC(=O)c2ccc(C)c([N+](=O)[O-])c2)c1
 : -10%, 8%, 1%
- O=S(=O)(Nc1cc(F)ccc1F)c1cccc2nonc12
 : -14%, 13%, -6%
- COc1ccc(NS(=O)(=O)c2cc(NC(=O)CCNC(C)=O)ccc2N2CCOCC2)cc1
 : -1%, -3%, -8%
- O=C(Nc1ccc(F)cc1F)Nc1ccc(F)cc1F
 : -30%, u, 0%
- CC(NC(=O)/C=C/c1ccc(Br)cc1)c1ccc(Cl)cc1 (stereo unspecified)
 : u, u, 1%
- CCOc1ccccc1NC(=O)COC(=O)C(Cc1ccccc1)NC(=O)c1ccco1 (stereo unspecified)
 : -14%, -7%, 1%
- Cc1ccc(C(=O)NCC(=O)OCc2cc(=O)n3nc(C4CC4)sc3n2)cc1
 : 0%, -2%, -11%
- Nc1ncccc1OCc1cccc(C(F)(F)F)c1
 : -18%, 6.5µM*, 0%

3 entries from above, ordered by number of heavy atoms, lowest first:
Each structure is followed by: TDP1 cell CPT, DT40 TDP1 no CPT, GCN5L2 inh
- O=C(CN1C(=O)NC2(CCCCC2)C1=O)N1CCN(S(=O)(=O)c2cccc([N+](=O)[O-])c2)CC1
 : 0%, -9%, -2%
- COc1cccc(-c2c(-c3cc(OC)cc(OC)c3)n(C)c3ccc(-c4cnc(OC)nc4)cc23)c1
 : u, 15µM*, 1%
- C[C@@H]1CN([C@H](C)CO)C(=O)c2cc(C3=CCCCC3)cnc2O[C@@H]1CN(C)Cc1ccccc1C(=O)O
 : 0%, 3%, x

The list continues:
Each structure is followed by: TDP1 cell CPT, DT40 TDP1 no CPT, GCN5L2 inh
- O=[N+]([O-])c1nn(-c2ccc3c(c2)OCCO3)n(O)c1=NC1CCCCCC1
 : u, -26%, -4%[0.501 µM]
- CCC1(c2ccccc2)NC(=O)N(CC(=O)NNC(=O)CCN2CCN(c3ccccc3)CC2)C1=O (stereo unspecified)
 : -21%, -17%, 2%
- O=C(N/N=C/c1ccco1)c1csc2c1CCCC2
 : -3%, 5.8µM*, -9%
- C=CCc1cccc2cc(C(=O)N3CCN(c4ccccn4)CC3)c(=O)oc12
 : -3%, -19%, -10%
- NC(=O)c1ccc(NC(=O)CCc2nc3ccccc3s2)cc1
 : 1%, -6%, -16%
- COc1ccc(S(=O)(=O)n2cnc3ccccc32)cc1OC
 : 0%, -1%, -2%
- Cc1c(CN(C)C(=O)c2cc(-c3ccccc3)nc3ccc(Br)cc23)cnn1C
 : 21µM*, 10µM*, -11%
- O=CN1CCN(S(=O)(=O)c2ccc(Cl)c(C(=O)O)c2)CC1
 : -13%, -5%, -5%
- CCOc1ccc(CCNC(=O)COC(=O)c2ccc(F)c(S(=O)(=O)N3CCOCC3)c2)cc1OCC
 : 8%, -7%, -1%
- Cc1nc(C(C)NC(=O)CCc2nnc(CCCc3ccccc3)o2)c(C)s1 (stereo unspecified)
 : -6%, -12%, -3%
- O=C(COC(=O)c1ccc(O)cc1O)Nc1nnc(-c2ccccc2)o1
 : -6%, 5%, -1%
- CN(C)c1ccc(/C=C2\C=Cc3ccccc32)cc1N
 : u, u, x
- Cc1ccc(F)cc1NCC(=O)Nc1ccc(Br)cc1
 : -25%, u, -5%
- CC12CCC(C(=O)N(CSC(=S)N/N=C\c3ccccc3O)C1=O)C2(C)C (stereo unspecified)
 : u, 15µM*, -7%
- O=S(=O)(NCc1ccc(F)cc1)c1ccc2[nH]c3c(c2c1)CCCCC3
 : u, u, 7%
- Cc1occc1-c1nnc(SCC(=O)NCC2CCCO2)n1C (stereo unspecified)
 : 2%, -3%, -3%
- Cc1ccc(C)c(NC(=O)C2C3CCCC2C3c2ccccc2)c1 (stereo unspecified)
 : u, -16%, -5%
- CC(C)NC(=O)CSc1nnc(CNC(=O)OC(C)(C)C)n1C
 : 12%, -5%, -9%
- O=C(Nc1cc(Br)ccc1O)c1cc(-c2ccc3c(c2)OCO3)on1
 : -2%, -2%, 3%
- COC(=O)C(C)Nc1cccc(Br)c1 (stereo unspecified)
 : -1%, 1%, -7%
- CN(C(=O)CSc1nnc(-c2ccc(F)cc2)n1C)C1CCS(=O)(=O)C1 (stereo unspecified)
 : 10%, 16%, -3%
- CCc1ccc(NC(=O)Cn2c(=O)n(-c3ccc(Cl)c(Cl)c3)c(=O)c3c(C)c(C)sc32)cc1
 : -13%, 0%, -2%
- CC(=O)N1CCOc2ccc(S(=O)(=O)N3CCC(C(=O)Nc4ccccc4F)CC3)cc21
 : -2%, 2%, -16%
- Cc1cccc(NCc2ccccc2O)n1
 : -26%, -21%, -15%
- CC(=O)N1CCN(c2nc(-c3cccs3)nc3ccccc23)CC1
 : -7%, u, -2%
- Cc1c(C(=O)N2CCCc3ccccc32)sc2nc(-c3ccccc3)cn12
 : u, u, -14%
- COc1ccc(-c2nc(CCNS(=O)(=O)c3ccc4c(c3)OCCO4)cs2)cc1
 : 18µM*, 16µM*, -8%
- O=C(COC(=O)c1cccs1)NCc1ccc2c(c1)OCO2
 : -11%, 10%, -5%
- Cc1c(C(=O)NC2CC2)oc2ccccc12
 : 3%, -23%, 1%
- O=C(NCc1ccccc1)Nc1cccn(Cc2ccccc2)c1=O
 : 1%, -1%, -4%
- CC(C)(C)OC(=O)NCCCC[C@@H](C(=O)NCCCCCCCCCCC(=O)N1CCN(C(=O)OC(C)(C)C)CC1)n1cc(CCCC(=O)O)nn1
 : u, u, -2%
- CC(=O)N1c2c(ccc3ccccc23)C(C)CC12CCCCC2 (stereo unspecified)
 : u, u, -6%
- CC(=O)Nc1ccc(S(=O)(=O)Oc2ccc(N3C(=O)C4CCCCC4C3=O)cc2)cc1 (stereo unspecified)
 : 16µM*, 18µM*, -9%
- Clc1cccc(CNc2ccn3nc(-c4ccccc4)cc3n2)c1
 : 23µM*, 21µM*, x
- CCOC(=O)CC1C(=O)NCCN1S(=O)(=O)c1ccc(Cl)cc1 (stereo unspecified)
 : 5%, 1%, 40%[activator]
- Cc1sc(NC(=O)c2ccccc2)c(C(=O)N2CCN(C)CC2)c1C
 : 3%, -10%, 0%
- Cc1ccc(C(=O)OCC(=O)NCCc2ccc(S(N)(=O)=O)cc2)o1
 : 14%, 7%, -22%
- CCOC(=O)Cn1c(C)nc2c(C(=O)OCC)sc(C)c2c1=O
 : 0%, -4%, -28%
- COc1cccc(OC)c1C(=O)N1CCN(Cc2ccc3c(c2)OCO3)CC1
 : u, u, -3%
- COc1ccc(C(=O)OCC(=O)Nc2ccc3c(c2)OCCO3)c(OC)c1
 : -29%, u, -6%

Among those listed so far, 13 contain fluorine:
Each structure is followed by: TDP1 cell CPT, DT40 TDP1 no CPT, GCN5L2 inh
- O=C(Nc1ccc(O)cc1)C1CCCN1S(=O)(=O)c1ccc(F)cc1 (stereo unspecified)
 : u, u, -3%
- CN(Cc1ccc2nsnc2c1)Cc1nc(Cc2cccc(F)c2)no1
 : 10%, 8%, -12%
- Cc1nc2c(C(=O)N3CCCC3)cnn2c(C)c1Cc1c(F)cccc1Cl
 : -36%, -26%, -7%
- CCNC(=O)n1nccc1C(C)Oc1cccc(C(F)(F)F)c1 (stereo unspecified)
 : 2%, -3%, -26%
- Cc1csc(NC(=O)C(NC(=O)c2ccccc2F)C(C)C)n1 (stereo unspecified)
 : u, 21µM*, -3%
- O=S(=O)(Nc1cc(F)ccc1F)c1cccc2nonc12
 : -14%, 13%, -6%
- O=C(Nc1ccc(F)cc1F)Nc1ccc(F)cc1F
 : -30%, u, 0%
- Nc1ncccc1OCc1cccc(C(F)(F)F)c1
 : -18%, 6.5µM*, 0%
- CCOc1ccc(CCNC(=O)COC(=O)c2ccc(F)c(S(=O)(=O)N3CCOCC3)c2)cc1OCC
 : 8%, -7%, -1%
- Cc1ccc(F)cc1NCC(=O)Nc1ccc(Br)cc1
 : -25%, u, -5%
- O=S(=O)(NCc1ccc(F)cc1)c1ccc2[nH]c3c(c2c1)CCCCC3
 : u, u, 7%
- CN(C(=O)CSc1nnc(-c2ccc(F)cc2)n1C)C1CCS(=O)(=O)C1 (stereo unspecified)
 : 10%, 16%, -3%
- CC(=O)N1CCOc2ccc(S(=O)(=O)N3CCC(C(=O)Nc4ccccc4F)CC3)cc21
 : -2%, 2%, -16%
